TbREL1 primary = TbREL1 inhibition, primary screen; AID 1117264; P86926; inhibition, % at 9.66 µM; 0.49% of 89,000 active; TbREL1 RNA ligation, FRET fluorescence;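 active = inhibition above the mean inhibition across all screened compounds plus 3 SD, cut at about 11% in these data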;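 also: 0% = plate median of test wells and 100% = NSC42067 control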
Target sequence (P86926 whole entry, looked up): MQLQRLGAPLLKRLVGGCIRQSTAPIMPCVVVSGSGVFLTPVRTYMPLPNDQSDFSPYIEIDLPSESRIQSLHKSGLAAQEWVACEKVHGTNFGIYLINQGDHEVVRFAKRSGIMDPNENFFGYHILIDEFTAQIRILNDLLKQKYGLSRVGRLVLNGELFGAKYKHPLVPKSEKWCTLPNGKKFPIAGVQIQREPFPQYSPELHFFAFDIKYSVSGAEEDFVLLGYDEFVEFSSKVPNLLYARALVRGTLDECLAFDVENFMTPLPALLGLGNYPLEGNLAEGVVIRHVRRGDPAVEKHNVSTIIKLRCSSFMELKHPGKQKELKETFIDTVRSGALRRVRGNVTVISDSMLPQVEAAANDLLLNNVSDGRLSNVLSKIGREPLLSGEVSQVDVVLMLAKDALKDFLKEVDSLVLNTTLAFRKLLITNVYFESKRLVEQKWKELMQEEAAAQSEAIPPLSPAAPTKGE
Active calls of the source: *.

smiles	TbREL1 primary
CC1(C)CC(=O)N(CC(=O)N2CCN(c3cccc(Cl)c3Cl)CC2)c2ccccc2S1(=O)=O	-2.8
O=C(C1=NN[C@@H]2C(=O)N(c3ccccc3C(F)(F)F)C(=O)[C@H]12)C(c1ccccc1)c1ccccc1	5.3
NS(=O)(=O)c1ccc(NC(=O)COC(=O)c2cn(-c3ccccc3)nc2-c2ccccc2)cc1	6.5
Cc1ccc(C)c(Cn2nnc3c(=O)[nH]c(C4CCN(S(=O)(=O)c5ccc(S(=O)(=O)N(C)C)cc5)CC4)nc32)c1	0.4
CC(C)CCNC(=O)COc1ccc2c3c(c(=O)oc2c1)CCC3	-2.6
CCCCC(=O)Nc1cccc(-c2nnc(-c3ccccc3)o2)c1	-1.4
CCC(Sc1ccc2nnc(-c3cccnc3)n2n1)C(=O)O (stereo unspecified)	9.8
CCN(CC)CCNC(=O)c1ccc(NC(=O)c2cc(S(=O)(=O)N3CCCCC3)ccc2C)cc1	6.0
Nc1cc(N)nc(SCc2nnnn2-c2ccc(Cl)cc2)n1	-2.7
CCOC(=O)C1CCCN(C(=S)Nc2ccc(C)cc2C)C1 (stereo unspecified)	-4.5
Cc1noc(C)c1C(=O)N(CC(=O)Nc1ccc(Cl)c(C(F)(F)F)c1)Cc1ccco1	6.5
O=C(CSc1nnc(-c2ccncc2)n1C1CCCCC1)Nc1cccc(O)c1	-0.7
C[N+]1(C2CCC3CCCC2C3O)CCCC1 (stereo unspecified)	-4.6
O=C(N[C@@H](Cc1cccnc1)C(=O)N1CCC[C@H]1C(=O)NCCc1ccccc1Cl)c1ccc(Cl)c(Cl)c1	-1.2
Nc1nc(N(Cc2ccccc2)Cc2ccccc2)nc(C(F)(F)F)n1	2.0
CCCC(=O)Nc1cc(S(=O)(=O)N2CCCCC2)ccc1N1CCOCC1	-0.4
CCCCn1c(N)c(N(CCOC)C(=O)COC(=O)COc2c(C)cc(C)cc2C)c(=O)[nH]c1=O	-2.3
Cc1cccc(OCC(=O)Nc2ccccc2C(F)(F)F)c1	0.3
O=C(Nc1cccc(F)c1)NC1CCCc2ccccc21 (stereo unspecified)	5.0
CC1COc2ccccc2N1C(=O)c1cccnc1Cl (stereo unspecified)	2.1

The closing 3 compounds of the section above lead into the next.
smiles	TbREL1 primary
Cc1cccc(OCC(=O)Nc2ccccc2C(F)(F)F)c1	0.3
O=C(Nc1cccc(F)c1)NC1CCCc2ccccc21 (stereo unspecified)	5.0
CC1COc2ccccc2N1C(=O)c1cccnc1Cl (stereo unspecified)	2.1
CCCCCCS(=O)[C@H]1CS(=O)(=O)C[C@@H]1S(=O)CCCCCC (stereo partly specified)	0.8
COC(=O)C1CN(C(=O)c2cccc(OC(F)F)c2)c2ccccc2O1 (stereo unspecified)	-1.1
CC(C)CCNc1nc2c(cc1C#N)COC(C)(C)C2	-1.2
NS(=O)(=O)c1ccc(F)c(C(=O)O)c1	3.4
C1CCC(Nc2nnnn2C2CCCCC2)CC1	2.5
COC(=O)c1sc(N2CCCCC2)c(C#N)c1N	0.6
CC(Sc1ccc(Cl)cc1)C(=O)Nc1ccc(S(=O)(=O)N2CCOCC2)cc1 (stereo unspecified)	-0.6
CCCC(=O)N1CCC(C(=O)NC2CCCc3ccccc32)CC1 (stereo unspecified)	-2.7
CCOC(=O)c1c(C)[nH]c(C)c1S(=O)(=O)N(C)CC(=O)NCc1ccc(F)cc1	1.4
C[C@@H]1CC[C@]2(O[C@H](CCO)C[C@H](O)[C@H]2O)O1	6.9
CC(=O)N1CC2(C)CN(C(C)=O)CC(C)(C1)C2	1.8
Cc1nn(-c2ccccc2)c(C)c1NC(=O)Cc1cccs1	-0.5
CCc1ccc(NC(=O)CSc2nc(N)c(NC(=O)c3ccc(F)c(F)c3)c(=O)[nH]2)cc1	3.9
c1ccc(-n2ncc3c(NCCCN4CCOCC4)ncnc32)cc1	-0.6
CC(C)Cn1c(N)c(C(=O)CCl)c(=O)n(C)c1=O	-1.3
Cc1nnsc1C(=O)Nc1ccccc1Cl	0.1
CCOC(=O)C1=C(CN2CCSCC2)NC(=O)NC1c1ccc2c(c1)OCO2 (stereo unspecified)	-2.2
COc1ccc(C(=O)OCCCc2cc3ccccc3c(=O)o2)cc1	1.5
Cc1ccc(OCCN2CCN(C)CC2)c([N+](=O)[O-])c1	12.4*
Cc1ccc(N(C(=O)c2ccc(CN3CCOCC3)o2)C(C(=O)NCCC(C)C)c2cccs2)c(C)c1 (stereo unspecified)	6.0
Cc1cc(/C=C2\SC(=O)NC2=O)c(C)n1-c1ccc(N2CCOCC2)cc1	-8.9
COc1cccc(NC(=S)N2C3CCCC2CC(NC(=O)C2CC2)C3)c1 (stereo unspecified)	-1.2
C=CCN(CC=C)C(=O)C1CCN(S(=O)(=O)c2ccc(-n3cnnn3)cc2)CC1	-0.6
O=C(CCn1c(=S)oc2ccccc21)NC1CCCCCCC1	-0.9
COCCN1Cc2cccc(C(=O)Nc3cc(C)cc(C)c3)c2C1=O	-3.8
N#Cc1ccc(-c2cccnc2)nc1SCC(N)=O	1.8
COC(=O)C[C@@H]1CC[C@@H]2[C@H](COc3ccc(NC(=O)c4ccc5c(c4)OCO5)cc3C(=O)N2C)O1	-2.3
COc1ccccc1C(=O)Nc1ccc2c(c1)nc(CN1CCCCC1)n2C	6.7
COc1ccc(NC(=O)Nc2ccc(F)cc2F)c(C)c1	-3.0
CC(NC(=O)c1ccco1)c1ccc2c(c1)OCCO2 (stereo unspecified)	1.0
C[C@H](CO)N1C[C@H](C)[C@@H](CN(C)S(=O)(=O)c2ccc(F)cc2)Oc2c(NC(=O)Nc3ccc(C(F)(F)F)cc3)cccc2C1=O	0.1
COCCSc1nnc(NC(=O)C2CC(=O)N(CCc3ccc(F)cc3)C2)s1 (stereo unspecified)	0.1
Cc1cn([C@H]2C[C@H](O)[C@@H](/C=C/C(=O)NCCC(C)C)O2)c(=O)[nH]c1=O	-0.6
O=C(NCc1ccc(S(=O)(=O)Nc2ccccc2Cl)s1)c1ccccc1	-1.2
Cc1ccc(OCC(=O)N(Cc2nnc(-c3ccccc3Cl)o2)C2CC2)cc1C	-0.2
COC(=O)c1c(N2C(=O)CCC2=O)sc2c1CCCC2	-0.4
COc1ccc(C(=O)C2CCN(CC(=O)Nc3cc(C)cc(C)c3)CC2)cc1	-1.4
N#Cc1ccccc1NCC(=O)N1CCN(S(=O)(=O)c2ccccc2)CC1	-1.3
NC(=O)C1(N2CCCCC2)CCN(C2CC(=O)N(Cc3cccs3)C2=O)CC1 (stereo unspecified)	-3.7
CCc1ccc(C(N)=S)cc1	-5.1
CC(C)C[C@@H](CN1C(N)=NC[C@@H]1C)NC(=O)CC12CC3CC(CC(C3)C1)C2	9.7
O=C(CN1C(=O)COc2ccccc21)NCc1ccc(C(=O)O)cc1	1.5
Cc1ccc(C)c(S(=O)(=O)N2CCCOC2CNC(=O)C(=O)NC2CCCC2)c1 (stereo unspecified)	-2.4
CC12CCC(=O)N1C(C(=O)Nc1cc(C(F)(F)F)ccc1N1CCOCC1)CS2 (stereo unspecified)	4.4
N#Cc1ccccc1NC(=O)CSc1nccn1CCc1ccccc1	0.0
O=C(Cn1cc(COc2ccc(Br)cc2)nn1)c1ccc(O)cc1	1.5
CCN1C(=O)[C@H]2[C@@H](c3ccc(-c4ccc(OC)cc4)cc3)N[C@@](Cc3ccccc3)(C(=O)OC)[C@H]2C1=O	-0.5
COC(=O)C1=C(C)N(CC(C)C)C(=S)NC1c1cccc(F)c1 (stereo unspecified)	-5.1
CN1C[C@@H]2[C@@H]3C(=O)N(C)C(=O)[C@@H]3[C@](C)(C1=O)N2C(=O)c1ccc(Cl)c(Cl)c1	-3.1
Cc1cc(N)n(-c2cc(C)c3ccccc3n2)n1	4.0

Next part:
smiles	TbREL1 primary
Cc1ccc(NC(=O)C2CCN(S(=O)(=O)c3cccs3)CC2)cc1	0.2
C/C(=N\NC(=O)c1cccc(Br)c1)c1cccnc1	4.2
CC1CCCCC12NC(=O)N(CC(=O)NCCc1c[nH]c3ccccc13)C2=O (stereo unspecified)	-6.3
O=C(NC1CCCC1)c1ccccc1-c1ccccc1	5.7
Cc1n[nH]c2ccc(Br)cc2c1=O	-0.9
COc1ccc(S(=O)(=O)CC2(O)CCN(C(=O)CC(C)C)CC2)cc1	0.3
CC(C)N(Cc1nc(-c2ccccc2)no1)C(=O)CN(C)S(=O)(=O)c1ccccc1	-1.8
O=C(CCn1nc(-c2ccccc2)ccc1=O)N1CCCC1	-3.9
Cc1ccc(C2=NOC(C)(c3nnc(Cc4ccccc4)o3)C2)cc1 (stereo unspecified)	6.2
COc1ccc(N2CCN(C(=O)c3cc(=O)[nH]c4ccccc34)CC2)cc1	-2.8
CCN1C(=O)[C@H]2[C@@H](c3ccc(-c4ccc(C(C)=O)cc4)cc3)N[C@@](Cc3ccccc3)(C(=O)OC)[C@H]2C1=O	0.1
COc1cc(C(=O)Nc2ccncc2)c([N+](=O)[O-])cc1OC	0.3
O=C1CCc2cc(NS(=O)(=O)c3ccc(F)cc3)cc3c2N1CCC3	-0.7
COC(=O)[C@]12CCCCC=C1N(Cc1ccc(OC)cc1)C(=O)[C@@H]2CC(=O)NCC12CC3CC(CC(C3)C1)C2	-4.4
Cc1ccc(S(=O)(=O)N2CCOCC2)cc1NC(=O)CSc1nnnn1C1CC1	-0.2
COc1cc(C(=O)NCC2CCCCC2)ccc1OCc1c(C)noc1C	3.2
CC1=C(c2ccccc2)CCC1=O	0.9
CN1C2=NC(c3ccccc3)CC(=O)N2/C(=C\c2ccccc2)C1c1ccccc1C(F)(F)F (stereo unspecified)	1.7
COc1ccccc1NS(=O)(=O)c1ccc(C(=O)NCC(c2cccs2)N2CCOCC2)cc1 (stereo unspecified)	-2.4
O=C(NCc1ccc(Cl)cc1)O[C@H]1CC[C@@]23CCCN2C(=O)CCC[C@H]3C1	4.8
CC(C)Oc1ccc(N2CC(C(=O)NC3=NCCS3)CC2=O)cc1 (stereo unspecified)	1.6
O=C(CC1(O)C(=O)Nc2ccccc21)c1cccc(-n2cccc2)c1 (stereo unspecified)	0.0
COc1ccc(Cc2nc(=S)[nH][nH]2)cc1Br	-3.2
Nn1c(SCC(=O)Nc2ccc(S(N)(=O)=O)cc2)nnc1-c1ccco1	-1.4
COC(=O)c1sc(S(=O)(=O)Nc2ccc(C)cc2)c(C(=O)OC)c1C	-0.2
O=C(c1ccco1)n1nc(NCc2ccccc2)nc1NCc1ccccc1	2.0
CC1CCN(c2c(NCc3ccc(C(=O)NCC4COc5ccccc5O4)cc3)c(=O)c2=O)CC1 (stereo unspecified)	-3.5
O=C(NC1CCCc2c1cnn2-c1ccc(F)cc1F)c1ccccc1 (stereo unspecified)	2.2
COCCCn1c(=O)c2ccccc2n(CC(=O)NCCC2=CCCCC2)c1=O	-3.1
O=C(O)c1ccc(/C=N/NC(=O)c2ccc3c(c2)OCCO3)cc1	-0.8
CCC1(c2ccccc2)NC(=O)N(CC(=O)NCCN2C(=O)S/C(=C\c3cccnc3)C2=O)C1=O (stereo unspecified)	-1.9
CCOP(=O)(/C(C#N)=C(/O)c1ccccc1)c1ccccc1 (stereo unspecified)	0.7
CCOc1cc(C(c2c(C)[nH][nH]c2=O)c2c(C)[nH][nH]c2=O)ccc1O	-3.6
FC(F)(F)c1cc(CCN2C(=S)NC[C@@H]2Cc2ccccc2)cc(C(F)(F)F)c1	-4.3
CCC[C@H]1[C@@H](NC(=O)NCC)CC[C@@]23CCCN2C(=O)CCC[C@@H]13	-1.0
N=C1/C(=C\c2ccc(-c3cc(Cl)cc(Cl)c3)o2)C(=O)N=C2SC=C(c3ccccc3)N12	4.5
O=C1CCCN1CC(O)CS(=O)(=O)c1ccccc1 (stereo unspecified)	1.2
CN(Cc1ccccc1)c1nc(-c2ccc([N+](=O)[O-])cc2)nc2ccccc12	5.3
O=C1CSC(c2ccccn2)N1c1ccc2ccccc2c1 (stereo unspecified)	-1.6
CCC(C)NC(=O)c1ccc2c(SCC(=O)O)c3c(nc2c1)CCCC3 (stereo unspecified)	-1.1
COc1ccc([C@H]2C(C(=O)O)=C[C@@H](C(C)(C)C)N2S(=O)(=O)c2ccc(C)cc2)cc1OC	2.0
CCOc1ccc(S(=O)(=O)N(CC)CC(=O)NCc2cccnc2)cc1	3.7
O=C(Oc1coc(CSc2ncccn2)cc1=O)c1cccs1	2.5
COc1ccc(NC(=O)Nc2ccc3c(c2)C(=O)N([C@H](C)CO)C[C@H](C)[C@@H](CN(C)Cc2ccc(Cl)c(Cl)c2)OCCCC[C@@H](C)O3)cc1	-2.4
CC1CN(c2nc3ccccc3nc2SCC(=O)N2CCN(S(=O)(=O)c3ccc(F)cc3)CC2)CC(C)O1 (stereo unspecified)	-1.5
CCCCNC(=O)c1cccc(C(=O)NCCCC)c1	5.5
CN1CCN(S(=O)(=O)c2cccc(C(=O)N(Cc3nnc(-c4ccc(Cl)cc4)o3)C3CC3)c2)CC1	-0.6
COc1ccc(N(CC(=O)NCc2ccco2)S(=O)(=O)c2ccccc2)cc1	-0.4
O=C(COC(=O)c1cnccn1)NCc1ccccc1	3.2
COc1ccc(-c2nn(-c3ccccc3)cc2C(=O)N/N=C/c2ccc([N+](=O)[O-])o2)cc1	-2.9

Next part:
smiles	TbREL1 primary
CCN1CCN(C(=S)NC(=O)c2cccc(Br)c2)CC1	-3.1
CCCN1CNc2c(c(=O)[nH]c(=S)n2CCc2c(Cl)cccc2Cl)C1	-2.8
CCCc1cc(=O)[nH]c(SC(C)C(=O)N2c3ccccc3CC2C)n1 (stereo unspecified)	1.8
CCN(CC)S(=O)(=O)c1ccc(N2CCOCC2)c(NC(=O)CCOc2ccccc2)c1	2.9

Bioassay records as filed in PubChem BioAssay.

This is a subset; rates above refer to the full screens.
